# TNAP inhibition: human TNAP enzyme inhibitors, biochemical, luminescent (AID 518). Alkaline phosphatase, tissue-nonspecific isozyme (Homo sapiens). purified TNAP enzyme, luminescent substrate readout; higher % means a stronger effect. inhibition, % at 20 µM; hits with a dose series show IC50 in µM. hit rate 0.09% among 64,000; in the data active = a potency from the dose series; inactive = the rest, 99 in 100 with inhibition below about 22%;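 also: plate controls were vehicle for no effect and reference inhibitor for full effect; many of its hits are not listed in these tables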
# HPDE-C7 viability: cytotoxicity in HPDE-C7 cells, cell-based, fluorescence, HTS (AID 430). cytotoxicity, % at 10 µM, or EC50 in µM where a hit was titrated. HPDE-C7 pancreatic duct cells viability, fluorescence; higher % means a stronger effect. hit rate 1.8% among 63,000;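 also: cells exposed to compound for 48 hours before viability readout; 0% = vehicle and 100% = reference cytotoxic drug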
# LYP phosphatase: LYP phosphatase inhibitors, primary screen, biochemical, DiFMUP fluorescence, recombinant catalytic domain, 10 µM (AID 606) | inhibition, % at 10 µM; hits with a dose series show IC50 in µM | 52,000 tested, under 10 active | recombinant LYP catalytic domain, DiFMUP fluorescence; higher % means a stronger effect;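 active = IC50 under 40 µM in the dose-response test; inactive = IC50 of 40 µM or more, or never dose-tested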
# HT1080 viability: cytotoxicity in HT1080 fibrosarcoma cells, cell-based, fluorescence readout (AID 620) | HT1080 viability, fluorescence; higher % means a stronger effect | one-dose cytotoxicity, % at 10 µM; EC50 in µM for titrated hits | hit rate 0.42% among 87,000;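 also: cells exposed to compound overnight then 4 h with Alamar Blue; 0% = vehicle DMSO and 100% = killing control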
# PMK inhibit: S. pneumoniae PMK inhibitors, primary screen, biochemical, mevalonate pathway, pilot trial included. phosphomevalonate kinase (Streptococcus pneumoniae D39). purified PMK, PK/LDH-coupled NADH absorbance 340 nm. inhibition, % at 10 µM. hit rate 0.49% among 65,000. AID 539, 2006;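 active = top-ranked compounds by inhibition in the single 10 µM screen, taking a fixed number of the strongest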;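 also: 0% = full reaction with DMSO carrier and 100% = background rate without enzyme reaction; no value below 0 was filed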
# MK inhibit: S. pneumoniae MK inhibitors, primary screen, biochemical, PK/LDH-coupled NADH absorbance. hit rate 0.48% among 65,000. mevalonate kinase [Streptococcus pneumoniae D39]. inhibition, % at 10 µM. AID 555, 2006. purified MK, PK/LDH-coupled NADH absorbance 340 nm;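 active = ranked among the strongest by inhibition in the single 10 µM screen, a fixed top-ranked set picked for dose follow-up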; also: no value below 0 was filed
# HPDE-C7K KRASV12: cytotoxicity in KRAS-transformed pancreatic duct cells, primary screen, cell-based, fluorescence, HTS (AID 431); cytotoxicity, % at 10 µM, or EC50 in µM where a hit was titrated; HPDE-C7K KRASV12 cells, Alamar Blue viability, 48 h; higher % means a stronger effect; hit rate 1.7% among 63,000;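 active = compounds whose percent cytotoxicity in the single-dose primary screen, scaled between solvent and toxic-drug controls, exceeds 50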;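 also: 0% = DMSO solvent wells and 100% = doxorubicin-treated wells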
# Spn DPM-DC inh: S. pneumoniae DPM-DC inhibitors, primary screen, biochemical, PK/LDH-coupled NADH fluorescence; diphosphomevalonate decarboxylase (Streptococcus pneumoniae D39); purified DPM-DC; calls only at 10 µM; hit rate 0.49% among 65,000;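 active = the 320 compounds with the highest percent inhibition in the single-dose primary screen, excluding strongly autofluorescent ones, cut at about 32% in these data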;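 also: kinetic rate of NADH fluorescence loss reporting ADP formed by the decarboxylase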
# Bfl-1 displacement: Bfl-1 inhibitors, primary screen, biochemical, fluorescence polarization, FITC-Bid, mouse (AID 432); FITC-Bid BH3 peptide fluorescence polarization displacement; higher % means a stronger effect; displacement, % at 20 µM; hits with a dose series show IC50 in µM; hit rate 0.02% among 64,000; in the data active = a potency from the dose series; inactive = the rest, 99 in 100 with displacement below about 15%; also: strong numbers were not always called active
# PMK inhibit pilot replicates: recorded beside PMK inhibit, whose call it bears; inhibition, %; measured here: pilot screen replicates
# MK inhibit pilot replicates: further read-out of MK inhibit, marked with its call; inhibition, %; measured here: pilot screen replicates
# Spn DPM-DC inh pilot screen %: also measured in Spn DPM-DC inh; calls as there; inhibition, %; measured here: pilot screen trials
# Numbers without * were called inactive; i = inactive; nt = not tested or not shown. Rule as the data show it, unless noted: active = cytotoxicity above about 50%; inactive = the rest.
SMILES,TNAP inhibition,HPDE-C7 viability,LYP phosphatase,HT1080 viability,PMK inhibit,MK inhibit,HPDE-C7K KRASV12,Spn DPM-DC inh,Bfl-1 displacement,others
CCOC(=O)c1cnc2c(OC)cccc2c1N1CCN(c2ccccc2OC)CC1,6%,37%,0%,2%,4,7,34%,i,7%,
COc1cccc(C(=O)Nc2cc(=O)n(C)c(=O)n2C)c1,2%,-6%,10%,nt,8,5,3%,i,18%,
COc1ccc(OC)c(C(=O)CN2CCN(S(=O)(=O)c3ccc(Br)cc3)CC2)c1,3%,-7%,15%,-4%,3,6,-1%,i,-8%,
Cc1c(C(=O)NCc2ccccn2)oc2ccc(S(=O)(=O)N3CCOCC3)cc12,1%,-11%,-3%,6%,0,12,-6%,i,8%,
c1ccc(-c2nnc3sc(Cc4cccs4)nn23)cc1,15%,3%,nt,-4%,2,0,-2%,i,-9%,
COc1ccc(NC2CC(=O)N(C)C2=O)cc1 (centres undefined),-1%,4%,-6%,-2%,3,7,3%,i,0%,
Cc1nc(C)c2c(=O)cc(-c3ccccc3)[nH]c2n1,11%,-18%,5%,42%,0,12,47%,i,3%,
Fc1ccc(OCCOCCNCC2CCCO2)cc1 (centres undefined),12%,2%,9%,-3%,7,6,15%,i,-4%,
Cc1cc(C(=O)OCCO)c(C#N)c(N)n1,9%,17%,-7%,5%,5,6,7%,nt,-3%,PMK inhibit pilot replicates=0.5;MK inhibit pilot replicates=0.0
COc1cccc(NC(=O)c2ccc(S(=O)(=O)N3CCCCC3)cc2)c1,10%,0%,10%,-2%,0,8,3%,i,9%,
CC(=N/O)/C(=N\O)c1ccc(C)o1,5%,-16%,5%,-2%,0,4,-13%,i,-2%,
COc1cc(NS(=O)(=O)c2ccc(C)cc2)ccc1-n1cnnn1,12%,10%,-6%,-15%,11,6,11%,i,-2%,
CN(C)CCCOC(=O)CCc1ccccc1,12%,-4%,4%,-5%,13,7,4%,i,-7%,PMK inhibit pilot replicates=3.5;MK inhibit pilot replicates=0.0;Spn DPM-DC inh pilot screen %=0.0
CCOc1ccc(-c2nc3n(c(=O)c2C#N)CCCS3)cc1,9%,1%,3%,2%,8,11,8%,i,-2%,
CC(=O)Nc1ccc(C)cc1NC(C)=O,8%,-4%,-1%,2%,1,7,0%,i,0%,
O=C(Nc1ccon1)c1ccc2c(c1)OCO2,2%,-4%,7%,1%,0,5,-8%,i,-6%,
CC(c1nnc(SCC(=O)NC(=O)NCc2ccco2)n1-c1ccc(Cl)cc1)N(C)C (centres undefined),6%,-2%,-3%,-8%,13,2,10%,i,-4%,
CCOCCCNc1nc2c(c(=O)[nH]c(=O)n2C)n1CCCc1ccccc1,8%,-23%,nt,2%,20,7,-12%,i,-5%,
O=C1C(=O)N(Cc2cccnc2)C(c2ccccn2)/C1=C(/O)c1ccc(Br)cc1 (centres undefined),12%,3%,nt,-4%,32,0,4%,i,-2%,
Cc1nc2nc3c(cn2n1)C(=O)CC(C)(C)C3,3%,-9%,13%,-1%,2,0,-1%,i,-4%,
COc1ccc(NS(=O)(=O)c2cccc3cccnc23)cc1,7%,nt,nt,10%,17,1,nt,i,-7%,
CC12CC(NC(=O)N1c1ccc(C(=O)N3CCN(c4ccc(F)cc4)CC3)cc1)c1ccccc1O2 (centres undefined),-2%,8%,4%,0%,0,2,11%,i,2%,
O=C(c1ccccc1)N1CCN(Cc2ccccc2Br)CC1,10%,8%,nt,-2%,0,6,20%,i,-4%,PMK inhibit pilot replicates=0.5;MK inhibit pilot replicates=1.5;Spn DPM-DC inh pilot screen %=2.5
Cc1[nH]n(-c2ccccc2)c(=O)c1-c1ccccc1,9%,1%,6%,-4%,0,7,-8%,i,1%,
CCOC(=O)C1=C(O)CSC1=Nc1cccc(Cl)c1,9%,4%,-13%,20%,9,9,-6%,i,-1%,

# Carrying on.
SMILES,TNAP inhibition,HPDE-C7 viability,LYP phosphatase,HT1080 viability,PMK inhibit,MK inhibit,HPDE-C7K KRASV12,Spn DPM-DC inh,Bfl-1 displacement,others
CC(=O)c1cccc(NC(=O)CC2Oc3ccc(C)cc3NC2=O)c1 (centres undefined),17%,-6%,-3%,3%,0,7,0%,i,-4%,
CC(C)CNC(=O)COC(=O)c1cc(S(=O)(=O)N2CCCCC2)ccc1N1CCOCC1,6%,-23%,nt,-2%,8,11,-2%,i,-6%,
Fc1ccc(-c2nnc(CN3CCN(c4ncc(C(F)(F)F)cc4Cl)CC3)o2)cc1,7%,-16%,-7%,-2%,15,8,-8%,i,5%,PMK inhibit pilot replicates=2.0;MK inhibit pilot replicates=5.0;Spn DPM-DC inh pilot screen %=1.0
Cc1c(C(=O)N2CCOCC2)[nH]c2c1C(=O)CC(c1ccccc1Cl)C2 (centres undefined),11%,49%,1%,34%,4,10,56%*,i,1%,
O=c1c(N2CCCCC2)coc2ccccc12,9%,5%,14%,nt,0,1,-2%,i,-8%,
COC(=O)c1ccc(C2C(C(=O)OC(C)C)=C(C)N=C3SCCC(=O)N32)cc1 (centres undefined),5%,0%,nt,-2%,0,0,-7%,i,-4%,
c1ccc(C(c2nnnn2Cc2ccco2)N2CCN(C3CCCC3)CC2)cc1 (centres undefined),14%,-13%,9%,-2%,15,14,-2%,i,-7%,
O=C(NCC(F)(F)F)Nc1cccnc1,9%,6%,-3%,-1%,0,8,12%,i,1%,PMK inhibit pilot replicates=2.0;MK inhibit pilot replicates=0.0;Spn DPM-DC inh pilot screen %=0.0
Cc1noc(NS(=O)(=O)c2ccc(NC(=O)COc3ccc(Cl)cc3Cl)cc2)c1C,8%,-13%,12%,1%,4,6,-19%,i,9%,
Cc1cc(NC(=O)CSc2nc3ccccc3c(=O)n2C2CCCC2)no1,6%,38%,5%,nt,7,5,42%,i,-12%,
COc1ccc(-c2cc(C(=O)Nc3c(C)nn(Cc4ccccc4Cl)c3C)no2)cc1OC,11%,3%,5%,-2%,15,1,8%,i,-3%,
Cc1onc(-c2ccccc2Cl)c1C(=O)Nc1ccccc1C(N)=O,11%,nt,6%,-2%,2,4,nt,i,-6%,
CCCC(=O)NCCc1cc2cc(C)c(C)cc2[nH]c1=O,nt,nt,7%,-8%,17,0,nt,i,nt,
COc1ccc(Cl)cc1NC(=O)CCn1cnc2ccccc2c1=O,9%,4%,-2%,-3%,1,9,0%,i,0%,
Cc1ccccc1OCC(=O)Nc1cccc(NC(=O)c2ccco2)c1,1%,5%,nt,-8%,1,0,-3%,i,5%,
CC1(C)CC(=O)C(CC2=C(O)CC(C)(C)CC2=O)=C(O)C1,3%,-3%,13%,0%,8,10,-10%,i,0%,PMK inhibit pilot replicates=2.5;MK inhibit pilot replicates=0.0;Spn DPM-DC inh pilot screen %=0.0
CCOC(=O)N1CCN(C(=O)c2ccc(CN(c3ccccc3)S(C)(=O)=O)cc2)CC1,-1%,9%,6%,4%,0,9,12%,i,-4%,
O=C1OC2(c3ccccc3)C3CCCC2C13,-2%,-39%,nt,-2%,18,0,-25%,i,9%,PMK inhibit pilot replicates=1.0;MK inhibit pilot replicates=3.0;Spn DPM-DC inh pilot screen %=5.0
CCn1c(SCC(=O)OCC(=O)N2c3ccccc3NC(=O)C2(C)C)nnc1-c1ccco1,-1%,-14%,6%,-3%,18,0,-12%,i,1%,
Cc1cc(O)c(-c2n[nH]c3c2C(c2cccc(O)c2)N(Cc2cccnc2)C3=O)cc1Cl (centres undefined),1%,8%,-3%,-8%,6,1,9%,i,1%,
O=c1c2ccccc2n(Cc2ccc(F)cc2)c(=O)n1C1CCCC1,11%,4%,6%,-2%,10,3,-5%,i,-3%,
CCOC(=O)CSC1=C(C#N)C(C)C2=C(CCCC2=O)N1 (centres undefined),12%,-10%,-1%,-7%,6,7,3%,i,-5%,
CC(C)(C)NS(=O)(=O)c1ccc(CCC(=O)N2CCOCC2)cc1,3%,-16%,nt,7%,9,5,-4%,i,-7%,
COc1ccc(-c2nn(-c3ccccc3)cc2/C=N/n2cnnc2)cc1OC,23%,0%,-4%,2%,2,11,14%,i,-1%,PMK inhibit pilot replicates=0.0;MK inhibit pilot replicates=0.0;Spn DPM-DC inh pilot screen %=0.5
Cc1nn(C)c(C)c1S(=O)(=O)N1CCC(C(=O)NCCC2=CCCCC2)CC1,-3%,-5%,1%,-7%,3,5,-9%,i,1%,
Cc1c(S(=O)(=O)N2CCc3ccccc3C2)c(=O)n(C)c(=O)n1C,6%,-11%,9%,1%,7,2,-22%,i,-2%,
CCCCC(=O)Nc1ccc2oc(-c3ccncc3)nc2c1,10%,-34%,13%,8%,0,7,-41%,nt,-4%,

# By substructure, the entries above with a furan ring, fused or not
SMILES,TNAP inhibition,HPDE-C7 viability,LYP phosphatase,HT1080 viability,PMK inhibit,MK inhibit,HPDE-C7K KRASV12,Spn DPM-DC inh,Bfl-1 displacement,others
Cc1c(C(=O)NCc2ccccn2)oc2ccc(S(=O)(=O)N3CCOCC3)cc12,1%,-11%,-3%,6%,0,12,-6%,i,8%,
CC(=N/O)/C(=N\O)c1ccc(C)o1,5%,-16%,5%,-2%,0,4,-13%,i,-2%,
CC(c1nnc(SCC(=O)NC(=O)NCc2ccco2)n1-c1ccc(Cl)cc1)N(C)C (centres undefined),6%,-2%,-3%,-8%,13,2,10%,i,-4%,
c1ccc(C(c2nnnn2Cc2ccco2)N2CCN(C3CCCC3)CC2)cc1 (centres undefined),14%,-13%,9%,-2%,15,14,-2%,i,-7%,
Cc1ccccc1OCC(=O)Nc1cccc(NC(=O)c2ccco2)c1,1%,5%,nt,-8%,1,0,-3%,i,5%,
CCn1c(SCC(=O)OCC(=O)N2c3ccccc3NC(=O)C2(C)C)nnc1-c1ccco1,-1%,-14%,6%,-3%,18,0,-12%,i,1%,

# Screening results from PubChem BioAssay.
